TRHR PAM – allosteric enhancers of human TRH receptor | hit rate 0.66% among 360,000 | TRHR cells, fluo-8 calcium fluorescence, EC20 TRH enhancement | P34981 | enhancement, % at 2 µM; in the data active means enhancement above about 30%; further: 0% is about no effect
Target sequence (P34981 whole entry, looked up): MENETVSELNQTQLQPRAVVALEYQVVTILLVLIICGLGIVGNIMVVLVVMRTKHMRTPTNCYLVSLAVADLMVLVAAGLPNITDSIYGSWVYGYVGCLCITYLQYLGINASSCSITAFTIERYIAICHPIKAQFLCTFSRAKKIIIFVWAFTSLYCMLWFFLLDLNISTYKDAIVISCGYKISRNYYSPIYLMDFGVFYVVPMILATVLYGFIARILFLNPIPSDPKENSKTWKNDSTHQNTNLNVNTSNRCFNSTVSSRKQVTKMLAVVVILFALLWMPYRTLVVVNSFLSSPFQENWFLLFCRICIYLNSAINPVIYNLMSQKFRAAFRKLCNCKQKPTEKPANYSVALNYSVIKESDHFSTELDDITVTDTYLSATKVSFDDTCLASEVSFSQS
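TRHR-expressing cells loaded with fluo-8 calcium dye were read kinetically (ex 480/em 530) during compound addition, then stimulated with an EC20 of TRH (10 nM final). Enhancement of the Gq-mediated intracellular calcium response was scored.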
Pin1 inh – human Pin1 inhibition | Q13526 | Pin1 FP peptide displacement, HiFluor488, 10 min | Potency, µM (top dose mostly 115 µM), inactives show at the highest dose activity, negative = inhibition, actives largely listed as inhibitors | hit rate 0.009% among 390,000 | AID 504891; active means well fitted inhibition curve with a large enough effect in the polarisation, with a control signal flat, not every such curve was filed as active; inconclusive means small, poorly fitted or top-dose-only effect, or effect the other way, or a change in a side signal; inactive means no such curve, though single readings can be large or run the other way; the % refers to the polarisation; further: potency means the concentration at half of the fitted maximal effect; on the % scale 0 is the no-effect control and ±100 the full control effect
Target sequence (Q13526 whole entry, looked up): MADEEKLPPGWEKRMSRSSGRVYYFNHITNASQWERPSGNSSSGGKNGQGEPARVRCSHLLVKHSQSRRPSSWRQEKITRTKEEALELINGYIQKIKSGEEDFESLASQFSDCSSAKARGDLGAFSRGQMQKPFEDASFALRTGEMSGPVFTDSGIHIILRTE
USP1 inh – USP1/UAF1 (human) deubiquitinase inhibition. AID 743255. recombinant USP1/UAF1, Ub-Rhodamine cleavage fluorescence. O94782. Potency, µM (doses to about 57.1 µM), for inactives: at the top dose activity change, negative = inhibition, usual class: inhibitors. hit rate 0.23% among 390,000; further: potency means the concentration at half of the fitted maximal effect; on the % scale 0 is the no-effect control and ±100 the full control effect; nearly all actives have a fitted effect of over 60% in size; inactives centre near -12
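Step one: compound is pinned into 1nM USP1/UAF1 in HEPES pH 7.8 buffer with TCEP. Step two: 15 min room-temperature incubation. Step three: Ub-Rho (150nM final) starts cleavage, tracked by fluorescence over six one-minute reads.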
mIDH1 inhibitor – human IDH1 R132H inhibition; hit rate 0.093% among 390,000; O75874; IDH1-R132H enzyme, NADPH consumption, diaphorase/resazurin fluorescence; Potency, µM (highest dose often 76.6 µM), for the others: top-dose activity change, negative = inhibition, most hits filed as inhibitors; further: potency means the concentration at half of the fitted maximal effect; on the % scale 0 is the no-effect control and ±100 the full control effect; nearly all actives have a fitted effect of over 65% in size
Target sequence (O75874 whole entry R132H, stated change not applied): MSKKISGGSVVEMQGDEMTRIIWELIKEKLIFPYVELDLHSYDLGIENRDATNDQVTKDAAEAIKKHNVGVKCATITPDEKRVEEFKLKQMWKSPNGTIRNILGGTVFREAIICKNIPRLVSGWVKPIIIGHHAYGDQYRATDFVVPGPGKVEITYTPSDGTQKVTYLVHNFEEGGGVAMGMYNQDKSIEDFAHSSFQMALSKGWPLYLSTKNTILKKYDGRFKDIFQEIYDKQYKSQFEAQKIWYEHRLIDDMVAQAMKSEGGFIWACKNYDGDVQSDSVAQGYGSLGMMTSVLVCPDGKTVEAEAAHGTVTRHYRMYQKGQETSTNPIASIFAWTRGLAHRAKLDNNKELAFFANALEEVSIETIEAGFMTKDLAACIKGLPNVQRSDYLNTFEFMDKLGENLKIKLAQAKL
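IDH1-R132H (0.5 ug/mL dispensed) in pH 7.5 Tris buffer was preincubated 30 min with compound, then given a substrate mix of 0.016 mM NADPH and 2 mM alpha-KG for 80 min at room temperature; remaining NADPH was read by diaphorase/resazurin fluorescence.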
TrxR1 inh – blocks rat thioredoxin reductase 1. O89049. recombinant rTrxR1, NADPH fluorescence consumption, selenite substrate. Potency, µM (series often up to 114 µM), for inactives: at the top dose activity change, negative = inhibition, actives largely listed as inhibitors. hit rate 1% among 390,000. AID 588453; further: potency means the concentration at half of the fitted maximal effect; on the % scale 0 is the no-effect control and ±100 the full control effect; nearly all actives have a fitted effect of over 65% in size
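Rat TrxR1 (90 nM in the dispensed reagent) was pre-reduced with 400 uM NADPH for 5 min at room temperature, then incubated with compound for 15 min. After 400 uM selenite was added, NADPH fluorescence (Ex 340/Em 450 nm) was followed for 8 min.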
D2 agonist – D2 dopamine receptor (human) agonism | P14416 | HEK293 T-REx D2 cells, calcium flux agonist mode | activation, % at 2 µM | hit rate 0.53% among 340,000 | AID 485358;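 active means activation over 3 SD above normal in the single-dose calcium agonist read, cut at about 30% in these data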; further: 0% is about no effect
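Calcium-flux readout, 1 cycle/sec over 180 s following compound pin transfer, in inducible HEK293 Trex D2 cells (force-coupled); dopamine controls included. Positive calcium responses during this window marked compounds as potential agonists.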
TrxR1 substrate – is turned over as a substrate by rat TrxR1. O89049. purified TrxR1 substrate turnover, NADPH consumption readout. Potency, µM (series often up to 114 µM), inactives show top-dose activity change, negative = substrate turnover. hit rate 0.01% among 390,000; further: potency means the concentration at half of the fitted maximal effect; on the % scale 0 is the no-effect control and ±100 the full control effect; nearly all actives have a fitted effect of over 50% in size
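Rat TrxR1, dispensed at 90 nM, was prereduced with 400 uM NADPH (final) for 5 min at ~22 deg C, then incubated with compound 15 min before 400 uM selenite. A first-read NADPH fluorescence drop versus no-compound background flagged substrates.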
D2 antag – D2 dopamine receptor (human) antagonism; HEK293 TREx D2 cells, calcium flux, dopamine EC80; inhibition, % at 10 µM; hit rate 2% among 340,000; AID 485344; in the data active means inhibition above about 30%; further: 0% is about no effect
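Calcium mobilization kinetics were recorded at 1 s intervals in tetracycline-induced HEK293 T-REx D2 cells, first for 180 s after compound addition and then 180 s after EC80 dopamine.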
TRHR agonist – TRH receptor (human) agonism. P34981. hit rate 0.18% among 360,000. TRHR cells, calcium flux fluo-8, FDSS agonist mode. activation, % at 2 µM; in the data active means activation above about 30%; further: 0% is about no effect
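Steps: seed TRHR cells overnight; add fluo-8 no-wash Ca dye, RT 30 min–1.5 h; record 10 s baseline; pin-transfer compounds; monitor fluorescence 1 cycle/s for the agonist window. Calcium increases flag candidate agonists.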
Starred values were filed as active, the others as inactive; ? = inconclusive; nt = no result given; & = joins results of further samples; [ ] = dose if it differs, or a comment. Unless noted, the call rests on the fitted dose curve; in most records, active means well fitted inhibition curve with a large enough effect; inconclusive means small, poorly fitted or top-dose-only effect; inactive means no such curve, though single readings can be large or run the other way.

Short forms – A = TRHR PAM; B = Pin1 inh; C = USP1 inh; D = mIDH1 inhibitor; E = TrxR1 inh; F = D2 agonist; G = TrxR1 substrate; H = D2 antag; I = TRHR agonist
> O=C(c1cc(N2CCCCC2)nc2ccccc12)N1CCOCC1
  A = -5; B = 1%; C = -3%; D = 3%; E = -5%; F = 0.1; G = 11%; H = 11; I = -0.2

> CCN(CC)C(=O)CSc1nnc(CCN)o1
  A = 10; B = -3%; C = 3%; D = -4%; E = -2%; F = 0.3; G = -9%; H = 13; I = 0.3

> O=C(NC(=S)Nc1cccc(Cl)c1Cl)C1CC1
  A = 3; B = 0%; C = -18%; D = -4%; E = ?; F = -0.8; G = -2%; H = 1; I = -0.2

> CCN(CC(=O)Nc1ccc(NC(C)=O)cc1)CC(=O)Nc1ccccc1C(=O)c1ccccc1
  A = -8; B = -4%; C = -1%; D = -6%; E = -3%; F = -7.6; G = -7%; H = 5; I = -0.8

> O=C(NN1C(=O)/C(=C/C=C/c2ccccc2)SC1=S)c1ccncc1
  A = -3; B = 29%; C = -18%; D = 16%; E = -8%[57.1 µM]; F = -0.2; G = -8%[57.1 µM]; H = -3; I = 0.7

> COc1cc(-c2noc(C)c2C#CC2(O)CCCCC2)cc(OC)c1OC
  A = 0; B = -2%; C = -28%; D = 17%; E = -7%[57.1 µM]; F = 72*; G = -8%[57.1 µM]; H = -18; I = -2.0

> COc1ccc(-c2c(C)nc3c(-c4ccccn4)cnn3c2N)cc1
  A = 2; B = ?; C = -11%; D = 7%; E = 6%[57.1 µM]; F = 1.9; G = 58%; H = -13; I = 4.6

> CCOC(=O)c1cccc(NC(=O)CCNS(=O)(=O)c2cccc3nonc23)c1
  A = -1&-2; B = 0%&-4%; C = 4%&-14%; D = 5%&13%; E = 2%&-13%; F = -1.0&-0.9; G = -6%&-2%; H = 8; I = -0.5&-0.5

> Cc1cc(/C=C2\SC(=S)NC2=O)cc(C)c1O
  A = -2; B = 74%[activator]; C = -10%; D = -11%; E = -17%; F = 2.0; G = -13%; H = -22; I = 4.8

> Cc1cc(-c2n[nH]c(=S)n2/N=C/c2ccc(Br)s2)n[nH]1
  A = 11; B = -11%; C = -8%; D = -1%; E = -28%; F = 0.9; G = -2%; H = -3; I = -0.1

> COc1ccc(Cc2nnc(SCC(=O)NCc3ccco3)o2)cc1
  A = -3; B = -8%; C = -21%; D = 0%; E = 0%; F = 0.3; G = 4%; H = 13; I = -0.2

> N#C/C(=N\Nc1ccccc1)C(=N)N1CCCCC1
  A = 5; B = -9%; C = 8%; D = 3%; E = 6%[57.1 µM]; F = 0.5; G = 6%[57.1 µM]; H = 3; I = -0.4

> COc1ccc(C2=NN(C(=O)c3ccccc3)C(c3ccc(OC)c(OC)c3)C2)cc1OC (stereo not given)
  A = 2; B = 5%; C = -7%; D = -2%; E = 6%; F = -0.4; G = -9%; H = 4; I = -1.3

> Cc1ccc2nc(Cl)nc(-c3ccccc3)c2c1
  A = 1; B = 2%; C = -2%; D = 0%; E = 22%[57.1 µM]; F = 0.3; G = 2%[57.1 µM]; H = -9; I = -0.9

> CCOc1ccc(NC(=O)Cn2c(C)cc3ccccc3c2=O)cc1
  A = -3; B = 6%; C = -15%; D = 4%; E = 13%; F = -0.2; G = 9%[2.29 µM]; H = nt; I = -0.2

> CC(=O)Nc1ccc(NS(=O)(=O)c2ccc3c(c2)n(C)c(=O)n3C)cc1
  A = -3; B = 0%; C = -6%; D = 8%; E = 5%; F = 0.2; G = -5%[57.1 µM]; H = 8; I = -0.2

> COc1ccc(N2CC(C(=O)N[C@H](C(=O)NC3CCCC3)C(C)C)CC2=O)cc1 (stereo not given in full)
  A = -2; B = 0%; C = -15%; D = 0%; E = -17%; F = -0.2; G = -6%; H = -17; I = 0.1

> O=[N+]([O-])c1ccc(S(=O)(=O)N2CCN=C2SCc2cccnc2)cc1
  A = -5; B = 6%; C = -8%; D = 0%; E = -5%; F = 0.4; G = -5%; H = 11; I = 0.2

> O=C(O)CSc1nnc(-c2ccc3c(c2)OCO3)n1-c1ccccc1
  A = -4; B = 0%; C = -19%; D = -7%; E = 5%[57.1 µM]; F = -0.1; G = 1%[57.1 µM]; H = -5; I = -0.1

> O=S(=O)(Nc1cccc2ncccc12)c1cccc(C(F)(F)F)c1
  A = 29; B = 12%; C = -12%; D = 1%; E = 11%; F = 0.5; G = -5%; H = -21; I = 0.9

> COc1ccc(CCNC(=O)c2ccc(CS(=O)(=O)Cc3cccc(C)c3)o2)cc1OC
  A = -3&-7; B = -6%&-5%; C = -11%&-10%; D = -1%&-6%; E = -3%; F = 0.2&0.0; G = -5%; H = -8; I = 0.2&-0.3

> Cc1nnc(SCC(=O)Nc2nc(-c3ccccc3)cs2)n1N
  A = 2; B = 7%; C = -15%; D = 9%; E = 8%; F = 0.3; G = 4%; H = -2; I = -0.7

> O=C(CCn1c(=O)c2ccccc2n(CC(=O)NC2CCCC2)c1=O)NCc1ccco1
  A = 2; B = -2%; C = -17%; D = 4%; E = 20%; F = 2.0; G = 10%; H = 0; I = 0.6

> CN(C(=O)COC(=O)c1ccc(S(=O)(=O)N2CCCC2)cc1)c1ccccc1
  A = 0; B = -13%; C = -23%; D = 4%; E = 23%[57.1 µM]; F = 0.5; G = -3%[57.1 µM]; H = 18; I = 0.1

> COc1cc([N+](=O)[O-])c2nccnc2c1
  A = 44*; B = 4%; C = -5%; D = 0%; E = 6%; F = 0.5; G = -2%; H = -4; I = -0.2

The final 2 entries of the section before come first, to join the parts:
Short forms – A = TRHR PAM; B = Pin1 inh; C = USP1 inh; D = mIDH1 inhibitor; E = TrxR1 inh; F = D2 agonist; G = TrxR1 substrate; H = D2 antag; I = TRHR agonist
> CN(C(=O)COC(=O)c1ccc(S(=O)(=O)N2CCCC2)cc1)c1ccccc1
  A = 0; B = -13%; C = -23%; D = 4%; E = 23%[57.1 µM]; F = 0.5; G = -3%[57.1 µM]; H = 18; I = 0.1

> COc1cc([N+](=O)[O-])c2nccnc2c1
  A = 44*; B = 4%; C = -5%; D = 0%; E = 6%; F = 0.5; G = -2%; H = -4; I = -0.2

> COc1ccc(OC)c(NC(=O)NNC(=O)COc2ccc(-c3ccccc3)cc2)c1
  A = -2; B = -9%; C = -22%; D = -7%; E = 0%; F = -0.7; G = 0%; H = 9; I = -0.8

> O=C1NCCCc2c1no[n+]2[O-]
  A = 0; B = -4%; C = -11%; D = 4%; E = 23%; F = -1.0; G = 11%; H = -9; I = -0.2

> CCN(CC)C(=O)[C@H]1C[C@H](CC(=O)NC/C=C(\C)CCC=C(C)C)C(=O)N2CCc3c([nH]c4cc(-c5ccco5)ccc34)[C@]12C
  A = nt; B = 33%[activator]; C = -20%; D = -1%[38.3 µM]; E = 47%[activator]; F = nt; G = 11%; H = nt; I = nt

> Cc1cccc(Cn2ccc(-c3ccc(Cl)cc3)c(C#N)c2=O)c1
  A = -4; B = -1%; C = -7%; D = 7%; E = 30%[57.1 µM]; F = 0.7; G = 5%[57.1 µM]; H = 9; I = 2.8

> O=C(CCn1cnc2ccccc2c1=O)Nc1ccc(S(=O)(=O)N2CCCC2)cc1
  A = 23; B = 3%; C = -26%; D = -1%; E = 4%; F = 0.6; G = -1%; H = 10; I = 0.0

> CC1CCc2nc(N)c(C#N)c(-c3ccncc3)c2C1 (stereo not given)
  A = 6; B = 4%; C = -1%; D = 3%; E = 2%[57.1 µM]; F = 1.2; G = 11%[57.1 µM]; H = -27; I = 0.8

> Cn1nc(-c2ccccc2)cc1NC(=O)c1cccs1
  A = 0; B = 3%; C = -16%; D = 5%; E = 13%; F = 0.0; G = 6%; H = 4; I = 0.2

> Cc1c(Cl)cccc1NC(=O)N1CCN(Cc2cc(=O)n3nc(-c4ccccc4F)sc3n2)CC1
  A = 0; B = 25%; C = -25%; D = -8%; E = 14%[57.1 µM]; F = nt; G = 6%[57.1 µM]; H = nt; I = -0.2

> c1ccc2oc(-c3nn4c(Cn5cnc6ccccc65)nnc4s3)cc2c1
  A = nt; B = 0%; C = -21%; D = 0%; E = 25%[57.1 µM]; F = nt; G = 10%[57.1 µM]; H = nt; I = nt

> O=C(Oc1ccc(C(=S)N2CCOCC2)cc1)c1ccccc1
  A = -5; B = 3%; C = -6%; D = 1%; E = 2%; F = 0.6; G = -6%; H = 9; I = -0.4

> O=C(Cn1c(=O)sc2ccccc21)Nc1ccccc1
  A = -4; B = -12%; C = -12%; D = 1%; E = -10%; F = 0.4; G = -11%; H = -7; I = -0.3

> O=C1C(=O)N(CCCN2CCOCC2)C(c2ccc(F)cc2)/C1=C(\O)c1ccc2c(c1)OCCO2 (stereo not given)
  A = -5; B = -10%; C = -16%; D = -1%; E = 1%[57.1 µM]; F = -0.4; G = -3%[57.1 µM]; H = -10; I = 1.2

> Cc1onc(-c2ccccc2Cl)c1C(=O)O/N=C(\N)c1ccccc1
  A = -8; B = -8%; C = -25%; D = -3%; E = 15%; F = -2.2; G = 2%; H = 5; I = -0.2

> Cc1onc(-c2c(Cl)cccc2Cl)c1C(O)c1ccccc1 (stereo not given)
  A = -5; B = -2%; C = -20%; D = 8%; E = -1%[57.1 µM]; F = 0.4; G = 6%[57.1 µM]; H = -1; I = 1.8

Part of the list above in order of formula weight, high to low.
Short forms – A = TRHR PAM; B = Pin1 inh; C = USP1 inh; D = mIDH1 inhibitor; E = TrxR1 inh; F = D2 agonist; G = TrxR1 substrate; H = D2 antag; I = TRHR agonist
> O=C(CCn1cnc2ccccc2c1=O)Nc1ccc(S(=O)(=O)N2CCCC2)cc1
  A = 23; B = 3%; C = -26%; D = -1%; E = 4%; F = 0.6; G = -1%; H = 10; I = 0.0

> O=C(Oc1ccc(C(=S)N2CCOCC2)cc1)c1ccccc1
  A = -5; B = 3%; C = -6%; D = 1%; E = 2%; F = 0.6; G = -6%; H = 9; I = -0.4

> O=C(Cn1c(=O)sc2ccccc21)Nc1ccccc1
  A = -4; B = -12%; C = -12%; D = 1%; E = -10%; F = 0.4; G = -11%; H = -7; I = -0.3

Screens from PubChem.

An excerpt, so the mix of outcomes need not match the whole.
